D1 agonist = Allosteric Agonists of the Human D1 Dopamine Receptor: qHTS; D(1A) dopamine receptor (Homo sapiens), P21728; HEK293 T-REx D1 cells, calcium flux, agonist mode; activation, % at 2 µM; actives 1% (n = 360,000); AID 504660, 2011; in the data active = activation above about 30%; note: 0% is about no effect
Target sequence (P21728 whole entry, looked up): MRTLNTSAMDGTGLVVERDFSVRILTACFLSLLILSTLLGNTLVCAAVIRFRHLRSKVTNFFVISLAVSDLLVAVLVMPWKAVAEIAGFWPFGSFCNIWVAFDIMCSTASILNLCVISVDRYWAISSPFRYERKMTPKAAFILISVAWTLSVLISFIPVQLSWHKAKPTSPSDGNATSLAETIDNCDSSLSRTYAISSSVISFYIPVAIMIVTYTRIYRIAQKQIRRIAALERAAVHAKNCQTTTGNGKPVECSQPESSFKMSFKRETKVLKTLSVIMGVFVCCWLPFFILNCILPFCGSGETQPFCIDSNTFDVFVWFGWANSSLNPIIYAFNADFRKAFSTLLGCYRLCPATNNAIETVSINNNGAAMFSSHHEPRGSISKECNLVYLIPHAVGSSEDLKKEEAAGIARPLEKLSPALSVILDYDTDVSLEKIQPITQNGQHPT
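Inducible HEK293 T-REx D1 cells, force-coupled to calcium signalling, were plated at 4000 cells/well with tetracycline and held overnight at 30 C. After no-wash calcium dye loading, compound-evoked calcium rise over 180 s flagged agonists.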
RXFP1 agonist = qHTS Assay for Agonists of the Relaxin Receptor RXFP1; HEK293T-RXFP1 cAMP TR-FRET, 30 min; response scale: percent of porcine relaxin response, buffer zero; Potency, µM (highest dose often 57.5 µM), inactives show top-dose activation, actives largely listed as activators; actives 0.3% (n = 370,000); AID 2676, 2010; note: potency is the fitted concentration of half-maximal effect; % is set by controls: 0 for no effect and ±100 for the full control effect; nearly all actives have a fitted effect of over 60% in size; many of its hits are not listed in these tables
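cAMP rise read by TR-FRET after 30 min, 37C compound exposure (up to 58 uM) in RXFP1-transfected HEK293 cells with Ro 20174 present. EC50 from Hill-equation fits, with 29 nM porcine relaxin as 100% and buffer as basal.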
D1 antagonist = Antagonist of Human D 1 Dopamine Receptor: qHTS; HEK293 TREx D1 cells, calcium flux, dopamine EC80; active compounds read low; activity change, negative = inhibition, % at 10 µM; actives 3.2% (n = 360,000); AID 504652, 2011; in the data active = activity change below about -30%; note: % is set by controls: 0 for no effect and ±100 for the full control effect
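Compound effects on dopamine-evoked calcium signalling were measured in tetracycline-induced HEK293 Trex D1 cells. Dopamine at EC80 followed a 180 s compound pre-read, and fluorescence was tracked kinetically for 180 s more.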
Vif-A3G inh = qHTS for Inhibitors of Vif-A3G Interactions: qHTS; actives 0.076% (n = 410,000); Potency, µM (top dose mostly 46.1 µM), for the others: at the top dose activity, negative = active, actives largely listed as inhibitors; HeLa A3G-eYFP + Vif (tagged APOBEC3G with the HIV-1 protein that degrades it), YFP fluorescence, overnight;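 note: potency is the fitted concentration of half-maximal effect; % is set by controls: 0 for no effect and ±100 for the full control effect; nearly all actives have a fitted effect of over 60% in size; hits raise eYFP signal because A3G escapes Vif-driven loss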
Target sequence (Q9HC16 whole entry, looked up): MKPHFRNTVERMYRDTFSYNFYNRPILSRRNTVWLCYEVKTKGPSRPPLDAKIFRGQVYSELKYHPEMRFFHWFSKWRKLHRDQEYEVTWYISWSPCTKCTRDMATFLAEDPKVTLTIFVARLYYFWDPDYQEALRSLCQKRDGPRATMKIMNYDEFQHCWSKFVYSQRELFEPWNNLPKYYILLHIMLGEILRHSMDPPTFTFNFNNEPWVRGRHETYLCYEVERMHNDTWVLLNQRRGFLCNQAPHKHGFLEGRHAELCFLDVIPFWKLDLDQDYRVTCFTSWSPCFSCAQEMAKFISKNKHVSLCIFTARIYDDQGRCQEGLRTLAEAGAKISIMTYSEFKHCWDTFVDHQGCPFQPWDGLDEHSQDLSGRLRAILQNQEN
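HeLa cells stably expressing Vif and C-terminally eYFP-tagged A3G, seeded overnight at 37 deg C, then exposed to compound by pintool overnight at 37 deg C. Rise in yellow fluorescence (Ex 488/Em 500-530, Acumen) marks blocked Vif-driven A3G degradation.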
D1 PAM = Potentiators of Human D1 Dopamine Receptor: qHTS. HEK293 TREx D1 cells, calcium flux, dopamine EC20 potentiation. potentiation, % at 10 µM. actives 0.036% (n = 360,000). AID 504651, 2011; in the data active = potentiation above about 30%; note: 0% is about no effect
D2 potentiator = HTS Assay for Positive Allosteric Modulators of the Human D2 Dopamine Receptor: Primary Screen for Potentiators; potentiation, % at 10 µM; AID 485347, 2010; HEK293 T-REx D2, calcium flux, EC20 dopamine potentiation; actives 0.34% (n = 340,000);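 active = potentiation over 3 SD above the plate norm, cut at about 30% in these data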; note: 0% is about no effect
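Using a no-wash calcium dye in inducible, force-coupled HEK293 Trex cells expressing D2, we tracked fluorescence each second for 180 s after compound, then for 180 s after EC20 dopamine to detect augmented signalling.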
RXFP1 antagonist = qHTS Assay for Antagonists of the Relaxin Receptor RXFP1; activity change, negative = inhibition, % at 57.5 µM; Relaxin receptor 1 (Homo sapiens), Q9HBX9; AID 1259400, 2018; HEK293-RXFP1, relaxin-stimulated cAMP HTRF, 30 min; active compounds read low; actives 0.59% (n = 350,000);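 active = activity change of -60% or lower, but not beyond a set lower limit; inconclusive = change between -60% and -40%, or beyond the set limit; inactive = change above -40%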; note: % is set by controls: 0 for no effect and ±100 for the full control effect
Vif-APOBEC3F blk = qHTS for Inhibitors of Vif-A3F Interactions: qHTS. HeLa A3F-eYFP + Vif (tagged APOBEC3F with the HIV-1 protein that degrades it), YFP fluorescence increase. Potency, µM (titrated, usually from 46.1 µM), for inactives: at the highest dose activity, negative = active. actives 0.2% (n = 390,000); note: potency is the fitted concentration of half-maximal effect; % of control where 0% means no effect; nearly all actives have a fitted effect of over 65% in size
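Fluorescence increase (Ex 488/Em 500-530) after overnight compound treatment at 37 deg C flags inhibition of Vif-driven A3F-eYFP loss in stable HeLa A3F-eYFP/Vif cells seeded overnight beforehand.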
Glioma ERSR ind = qHTS for Inducers of the Endoplasmic Reticulum Stress Response (ERSR) in Human Glioma: qHTS | U87-MG GRP78 promoter luciferase reporter, 16 h | AID 602332, 2012 | actives 0.02% (n = 420,000) | Potency, µM, for the others: at the top dose activation, hits mostly activators; note: potency is the fitted concentration of half-maximal effect; series mostly up to about 76 µM; % of control where 0% means no effect; nearly all actives have a fitted effect of over 35% in size
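Stably transfected U87-MG human glioma cells carrying a GRP78-based luminescent sensor were seeded at 1000 cells/well, pin-dosed with compounds and incubated 16 h. Luciferase reagent was then added, and end-point luminescence was read after 10 min at room temperature.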
* marks the source's active call; other numbers are inactive results; ? = inconclusive; / = not tested or not shown; & = joins results of further samples. Unless noted, calls come from the whole dose curve; as a rule, active = well fitted curve in the direction sought with a large enough effect; inconclusive = small, poorly fitted or top-dose-only effect, or another doubt; inactive = no such curve, though single readings can be large; an effect the other way counts as inactive or inconclusive. Only part of the results is shown (hit frequency here may not be typical).

SMILES | D1 agonist | RXFP1 agonist | D1 antagonist | Vif-A3G inh | D1 PAM | D2 potentiator | RXFP1 antagonist | Vif-APOBEC3F blk | Glioma ERSR ind
CCOc1ccccc1NC(=O)c1cccc(NC(=O)C(C)C)c1 | 2 | 1.2% | / | -6% | -2 | 12 | 5 | -5% | -4%
Cc1cccc(C)c1OCc1cc(C(=O)N2CCN(c3ccc(F)cc3)CC2)no1 | 4 | 0.4% | -20 | 5% | 0 | -10 | -25 | 4% | -1%
Nc1nc(NCc2ccccc2)nc(Nc2ccc(F)cc2)c1[N+](=O)[O-] | 5 | -4.4% | 4 | -1% | -1 | -6 | 0 | 0% | 1%
CCOC(=O)/C(=N\Nc1cccc(C(F)(F)F)c1)N1CCOCC1 | 6 | 0.9% | -4 | 0% | -6 | 6 | -3 | 8% | -3%
Clc1ccccc1-c1nc(-c2ccccc2)n[nH]1 | 9 | 1.5% | -23 | 0% | -5 | 14 | -2 | -6% | 9%
O=C(NC1CCCCCC1)C1c2ccccc2C(=O)N1Cc1ccco1 (stereo not given) | 2 | 1.9% | -6 | 2% | -7 | / | 16 | -7% | -2%
COc1ccc2nc(N3C(=O)CC(Cc4ccc(C)cc4)C3=O)sc2c1 (stereo not given) | 1 | 0.2% | -2 | -6% | -2 | -5 | -14 | 8% | -3%
CCOc1cccc(/C=C2\NC(=S)N(c3ccccc3)C2=O)c1O | 21 | 4.0% | -3 | -9% | -4 | 10 | -4 | -4% | -1%
CCc1cc2cc(C)ccc2nc1SCC(=O)NC1CCCC1 | 7 | 12% | 1 | -21% | 7 | -15 | -28 | -22% | -3%
COc1ccc(O)c(/C=N/NC(=O)CCC(=O)Nc2ccc(C)cc2)c1 | 1 | 5.3% | -9 | -5% | 2 | 6 | 15 | 0% | -3%
Cc1c(C)c2ccc(OCC(=O)NC3CCN(Cc4ccccc4)CC3)c(C)c2oc1=O | 6 | 2.7% | -12 | -1% | 1 | 7 | -12 | -8% | -1%
COc1ccc(-n2c(=O)c3sc4ccccc4c3n(C)c2=O)cc1 | 2 | 28% | 13 | 1% | -1 | 4 | / | -2% | -3%
O=C(CC(=O)Nc1cccc(Cl)c1Cl)Nc1cccc(Cl)c1Cl | 3 | 1.0% | -2 | -6% | 7 | 16 | -3 | 2% | -9%
CC(C)CN(C(=O)CSc1nnc2ccccn12)C1CCS(=O)(=O)C1 (stereo not given) | 2 | 4.5% | 10 | -8% | -2 | 12 | 2 | -7% | -3%
COc1cc(/C(C#N)=C/c2ccccc2)c([N+](=O)[O-])cc1OC | 2 | 0.8% | 3 | 6% | 8 | -3 | -1 | 0% | -3%
Cc1ccccc1NC(=S)NC(NC(=O)c1ccco1)C(Cl)(Cl)Cl (stereo not given) | 5 | 0.0% | -3 | -1% | 0 | -11 | 1 | -13% | -3%
Cc1cccc(N2CCN(C(=O)c3ccc(CS(=O)c4cccc(Cl)c4)o3)CC2)c1C (stereo not given) | 9 | -0.9% | -14 | -11% | -2 | -10 | -32 | -4% | -6%
O=C(O)CC(NCc1ccco1)C(=O)OCCCl (stereo not given) | 2 | 0.3% | -20 | 3% | 4 | -4 | 12 | -10% | -3%
CCOC(=O)NNC(=O)c1[nH]c2ccc(Br)cc2c1-c1ccccc1 | 2 | 10% | 7 | -10% | -6 | 4 | -13 | -2% | 4%
Cc1cc(OCC(=O)Nc2c(C(=O)c3ccccc3)oc3ccccc23)cc(C)c1Cl | 1 | 4.5% | 0 | 4% | 4 | 4 | 3 | 0% | -4%
COc1ccc(S(=O)(=O)N2CCC(C(=O)N[C@@H](C)C(=O)NCc3ccccn3)CC2)cc1 | / | / | / | -3% | / | / | 0 | -2% | -1%
Cc1cn(-c2cc(C(=O)Nc3ccc(C)c(NC(=O)N4CCNC4=O)c3)cc(C(F)(F)F)c2)cn1 | 1 | 0.0% | -7 | -4%&7% | -1 | 0 | -1 | 1%&-3% | 0%&-5%
CCOc1ccc(CCNC(=O)c2ccc3c(=O)[nH]c4c(C(=O)NC(C)C)sc(=S)n4c3c2)cc1 | 2 | 2.2% | -29 | 1% | -6 | -2 | 22 | 7% | -4%
CC1(C)SC(=S)N(/N=C/c2cccnc2)C1N(O)C(=O)NC1CCCCC1 (stereo not given) | 4 | 0.0% | 13 | -3% | -3 | -4 | 11 | -12% | -6%
COc1ccc(/C=N/Nc2ccc([N+](=O)[O-])cc2)cc1O | 31* | 1.3% | -15 | -6% | -11 | / | -32 | -7% | 5%
COCCCNC(=O)c1cc(C(=O)c2c(-c3c(Cl)cccc3Cl)noc2C)c[nH]1 | 1 | -0.3% | -26 | ? | -2 | / | -7 | -13% | -5%
CCc1ccc2oc(-c3ccc(C)c(NC(=O)Cc4ccccc4)c3)nc2c1 | -2 | 7.2% | 12 | 3% | 3 | -3 | -4 | 0% | 0%
Cc1cccc(C(=O)OC(C)CN2C(C)CCCC2C)c1 (stereo not given) | 4 | -1.1% | 0 | -3% | 1 | -2 | -15 | 1% | -4%
O=c1cc(CO)oc(C(Nc2ccccn2)c2cccc(F)c2)c1O (stereo not given) | -2 | 0.3% | -14 | 3% | 1 | 3 | / | 1% | -5%
CC(C)c1nnc(NC(=O)C2CCN(C(=O)Nc3ccccc3)CC2)s1 | 3 | 2.2% | 5 | -10% | 2 | 18 | -4 | -15% | -2%
CC(NC(=O)CCN1C(=O)c2ccccc2C1=O)c1ccccc1 (stereo not given) | 0 | 3.2% | 9 | 1% | -4 | -2 | -6 | ? | 2%
O=C(NC1CCCCC1)C(c1ccco1)N(CCc1ccccc1)C(=O)C(F)(F)F (stereo not given) | 3 | -0.1% | 31 | 3% | 5 | 14 | -15 | -9% | -3%
Cc1ccccc1C(=O)N=c1ccn(-c2nc3ccccc3nc2NS(=O)(=O)c2ccc(F)cc2)cc1 | 70* | 20% | -25 | -17% | -6 | -7 | -5 | ? | 1%
C/C(=N\n1nnnc1Nc1ccccc1)c1ccc(N)cc1 | 2 | -0.3% | -9 | / | 7 | -10 | / | / | /
Cc1nnc(SCC(=O)NC(=O)NCCC(C)C)s1 | 1 | -1.1% | 6 | -8% | -5 | 3 | 12 | 12% | -4%
Cc1ccccc1NC(=O)c1ccc(COc2ccc3c(C)cc(=O)oc3c2)cc1 | 8 | 7.5% | -7 | -12% | 12 | 5 | -7 | -3% | -3%

Just Vif-APOBEC3F blk and D2 potentiator, for some of the entries so far:
structure | Vif-APOBEC3F blk | D2 potentiator
O=c1cc(CO)oc(C(Nc2ccccn2)c2cccc(F)c2)c1O (stereo not given) | 1% | 3
CC(NC(=O)CCN1C(=O)c2ccccc2C1=O)c1ccccc1 (stereo not given) | ? | -2

Continued.
SMILES | D1 agonist | RXFP1 agonist | D1 antagonist | Vif-A3G inh | D1 PAM | D2 potentiator | RXFP1 antagonist | Vif-APOBEC3F blk | Glioma ERSR ind
COc1ccc(C(=O)Nc2ccc(Cl)cc2C(=O)NCc2ccco2)cc1OC | 8 | 5.0% | 0 | 2% | -10 | 8 | -12 | 1% | -6%
CCN1C(=O)/C(=C\N2CCCc3ccccc32)SC1=S | 2 | -2.2% | -17 | -7% | -7 | 15 | 4 | -9% | 1%
COc1cccc(C(=O)N2CCCc3ccccc32)c1OC | / | / | / | 1% | / | / | 6 | -10% | 1%
COC(=O)c1[nH]c2ccccc2c1NC(=O)CN1CCC(C(N)=O)(N2CCCCC2)CC1 | 1 | 5.2% | 15 | -3% | 0 | -1 | -6 | 1% | 0%
O=C(Cc1ccccc1Cl)N1CCN(c2ncccn2)CC1 | 4 | 3.9% | 2 | 0% | -5 | -7 | -7 | -27% | -3%
CCOc1ccccc1NC(=O)C(OC(=O)c1ccccc1)c1ccccc1 (stereo not given) | 9 | 0.0% | 14 | -8% | -10 | -4 | 10 | -20% | -6%
CC1=NCCN1S(=O)(=O)c1ccc(Br)c(C)c1 | 2 | -0.4% | -4 | 2% | -2 | 0 | -4 | 0% | -5%
Nc1c(N2CCCCC2)c(=O)[nH]c(=O)n1-c1ccccc1 | -3 | 0.4% | -1 | -1% | 4 | 4 | 4 | -9% | -2%
O=C(/C=C/c1ccc(OC(F)F)cc1)OCC(=O)N1CCC(c2ccccc2)=N1 | 8 | -1.0% | -13 | 2% | -3 | -4 | 0 | -3% | -4%
Cc1nn(C)cc1/C=C/C(=O)c1ccccc1 | 5 | 1.7% | 20 | ? | -2 | 16 | 7 | -1% | 3%
O=C(c1ccc2nsnc2c1)N1CCN(c2ccc([N+](=O)[O-])cc2)CC1 | 1 | -2.1% | -15 | 8% | -3 | 4 | -17 | 1% | -5%
CCOC(=O)c1c(S(=O)(=O)N2CCN(c3cc(Cl)ccc3C)CC2)c(C)n(C)c1C | 6 | -0.3% | 6 | 1% | -8 | -11 | -4 | 3% | 0%
CCOC(=O)c1cc(C(=O)c2ccccc2O)cn2c(=O)c3c(C)c(C)sc3nc12 | 3 | -0.1% | 3 | / | -3 | 7 | / | / | /
CCCCCn1cnc2sc(CC)cc2c1=O | 5 | 3.7% | -13 | 0% | -4 | 5 | / | 5% | 0%
COc1cc(C(=O)NCCN=C2NS(=O)(=O)c3ccccc32)cc(OC)c1OC | 4 | 1.5% | -5 | 2% | -5 | -4 | -4 | 0% | -3%
COc1ccc(/C=C/C(=O)c2sc(-c3ccccc3)nc2C)cc1 | 8 | 0.6% | 0 | 0% | -3 | 11 | 11 | 0% | -4%
O=C(c1cccs1)N1CCCN(c2ncnc3scc(-c4ccccc4)c23)CC1 | 0 | 0.4% | 14 | 2% | -3 | 2 | -11 | -8% | -1%

D1 agonist, hit marks shown above
Structure	D1 agonist	RXFP1 agonist	D1 antagonist	D1 PAM	D2 potentiator	RXFP1 antagonist
COc1ccc(/C=N/Nc2ccc([N+](=O)[O-])cc2)cc1O	31*	1.3%	-15	-11	/	-32
Cc1ccccc1C(=O)N=c1ccn(-c2nc3ccccc3nc2NS(=O)(=O)c2ccc(F)cc2)cc1	70*	20%	-25	-6	-7	-5
